# Compound activity deposited in PubChem by The Scripps Research Institute Molecular Screening Center.
# M1 PAM parental – nonselective calcium activators in parental CHO-K1 cells, primary screen, counter-screen for M1 PAM project, cell-based, Fluo-8 calcium fluorescence, full deck, 1536-well | ATP EC20; 0% at ATP EC20, 100% at ATP max | activation, % at 3 µM | actives 0.02% (n = 360,000) | AID 602247, 2012;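 active means activation above the run cutoff, the mean activation of all test compounds plus 3 SD, cut at about 40% in these data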;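 further: peak over basal fluorescence ratio in a 140 s read after ATP addition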
# TAAR1 antag – human TAAR1 antagonists, primary screen, Fluo-8 calcium fluorescence, CHO RD-HGA16 cells | inhibition, % at 3 µM | antagonist | Trace amine-associated receptor 1 (Homo sapiens), Q96RJ0 | actives 1.5% (n = 360,000);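 active means inhibition above a per-plate cutoff, the mean inhibition of test compounds on that plate plus 3 SD, cut at about 49% in these data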;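 further: 0% = DMSO plus EC80 beta-PEA response and 100% = DMSO alone without agonist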
# Target sequence (Q96RJ0 whole entry, looked up): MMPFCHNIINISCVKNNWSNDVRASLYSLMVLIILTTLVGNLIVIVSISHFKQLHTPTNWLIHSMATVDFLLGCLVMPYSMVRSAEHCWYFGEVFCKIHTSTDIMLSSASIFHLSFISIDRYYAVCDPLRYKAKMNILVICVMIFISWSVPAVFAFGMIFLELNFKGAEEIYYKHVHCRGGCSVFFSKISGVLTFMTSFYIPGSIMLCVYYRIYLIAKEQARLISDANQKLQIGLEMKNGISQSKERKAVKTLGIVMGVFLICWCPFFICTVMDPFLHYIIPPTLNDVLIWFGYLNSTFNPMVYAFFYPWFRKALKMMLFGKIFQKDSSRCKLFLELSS
#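 Material: CHO RD-HGA16 cells bearing hTAAR1; compound dosing: one-point dosing, 3 µM nominal final; schedule: dye loading 75 min at 37 °C, then 30 min room temperature; measured by: calcium fluorescence with Fluo-8; control set: vehicle and agonist controls; replication: n of 1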
# M1 ag – human M1 muscarinic receptor agonists, primary screen, Fluo-8 calcium fluorescence, CHO-K1 cells, HTS. Muscarinic acetylcholine receptor M1 (Homo sapiens), P11229. CHO-K1 hM1, agonist mode; 0% DMSO, 100% acetylcholine EC100. activation, % at 3 µM. actives 0.33% (n = 360,000). AID 588814, 2011;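 active means activation above the run's mean compound activation plus 3 SD, cut at about 16% in these data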;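 further: peak over basal fluorescence ratio within a 140 s kinetic read after compound addition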
# Target sequence (P11229 whole entry, looked up): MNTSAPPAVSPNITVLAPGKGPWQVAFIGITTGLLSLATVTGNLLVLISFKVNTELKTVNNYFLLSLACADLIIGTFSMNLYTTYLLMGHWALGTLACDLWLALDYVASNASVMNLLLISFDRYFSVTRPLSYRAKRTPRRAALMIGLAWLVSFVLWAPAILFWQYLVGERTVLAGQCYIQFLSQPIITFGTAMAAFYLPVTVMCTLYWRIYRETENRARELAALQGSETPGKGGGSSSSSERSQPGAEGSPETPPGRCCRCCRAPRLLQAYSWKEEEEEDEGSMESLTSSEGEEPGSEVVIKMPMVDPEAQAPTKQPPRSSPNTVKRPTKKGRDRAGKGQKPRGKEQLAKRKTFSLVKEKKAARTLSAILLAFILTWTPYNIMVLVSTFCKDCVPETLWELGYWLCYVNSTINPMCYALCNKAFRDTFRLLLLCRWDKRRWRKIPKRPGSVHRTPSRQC
# OXTR potentiate – human OXTR potentiators, primary screen, fluorescence, CHO-OTR cells, Fluo-8 calcium; actives 0.061% (n = 320,000); Oxytocin receptor (Homo sapiens), P30559; activation, % at 3 µM; Fluo-8 calcium fluorescence, potentiator mode; 0% = oxytocin EC15, 100% = EC100;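 active means activation above that plate's cutoff, the mean activation of tested compounds plus 3 SD, cut at about 6.6% in these data, passing the limit was not always enough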;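 further: 100% uses oxytocin at 75 nM as the full agonist control; some results filed as inactive read as strong as hits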
#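 Material: human OTR in CHO cells. Compound: 3.0 µM, one dose. Timing: compound 6 min at room temperature before oxytocin, 100 s read. Evaluation: % activation of max/min ratio relative to oxytocin controls. Replication: single well per compound, singlicate. Signal: Fluo-8 calcium dye fluorescence.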
# CHO parental Ca – ATP-evoked calcium signal inhibitors, parental CHO, primary screen, counter-screen for OX1R antagonist project, cell-based, fluorescence, Fluo-8 calcium dye; parental CHO-K1, ATP-induced calcium, Fluo-8 fluorescence; inhibition, % at 5.6 µM; actives 0.63% (n = 330,000); AID 463079, 2010;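 active means inhibition above that plate's mean sample inhibition plus 3 SD, cut at about 26% in these data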;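 further: 0% = ATP-challenged DMSO wells and 100% = DMSO wells without ATP; some compounds past the cut are filed as inactive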
#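 Material: parental CHO cells / Compound: single nominal dose of 5.6 µM per compound / Signal: Fluo-8 fluorescence / Replicates: singlicate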
# CHO-K1 Ca antag – nonselective inhibitor or artifact in parental CHO-K1 cells. ATP-induced calcium, Fluo-8 fluorescence. actives 0.6% (n = 360,000). inhibition, % at 3 µM. AID 602250;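 active means inhibition above a per-plate cutoff, the plate's mean sample inhibition plus 3 SD, cut at about 24% in these data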;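 further: 0% = DMSO plus EC80 ATP and 100% = DMSO alone without ATP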
# V1aR counter – agonists of human V1a receptor, primary screen, counter-screen for OXTR agonist project, fluorescence, CHO-V1R cells | Vasopressin V1a receptor (Homo sapiens), P37288 | Fluo-8 calcium fluorescence, agonist mode; 0% DMSO, 100% 3 nM vasopressin | activation, % at 3 µM | actives 0.25% (n = 320,000) | AID 2797, 2010;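 active means activation above the mean activation of all tested compounds plus 3 SD, per screening run, cut at about 20% in these data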;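 further: signal is peak over basal fluorescence ratio across a 100 second FLIPR read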
# M1 ag parental – counter-screen for M1 agonists: effect in parental CHO-K1 cells. Fluo-8 calcium fluorescence; scaled to maximal ATP response, vehicle zero. activation, % at 3 µM. actives 0.48% (n = 360,000); in the data active means activation above about 15%;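 further: untransfected CHO-K1 host cells lacking M1 receptor as counterscreen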
# TAAR1 agonist – human TAAR1 agonists, primary screen, Fluo-8 calcium fluorescence, CHO RD-HGA16 cells; Trace amine-associated receptor 1 (Homo sapiens), Q96RJ0; vehicle wells 0%, saturating PEA agonist 100%; activation, % at 3 µM; actives 0.99% (n = 360,000); AID 624467, 2012;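 active means activation above the mean activation of all test compounds in the run plus 3 SD, cut at about 38% in these data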
#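 Test system: RD-HGA16 (CHO) cells co-expressing Gα16 and hTAAR1 | Doses: Single dose, 3 µM | Schedule: 17-24 h seeding, 75 min 37 °C dye, 30 min RT | Evaluation: % activation from peak over basal fluorescence ratio, DMSO-to-PEA scaled | Technique: Kinetic Fluo-8 calcium fluorescence | Benchmarks: Low control DMSO, high control PEA (EC100)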
# * hit, by the source's call; . = no result given.
SMILES,M1 PAM parental,TAAR1 antag,M1 ag,OXTR potentiate,CHO parental Ca,CHO-K1 Ca antag,V1aR counter,M1 ag parental,TAAR1 agonist
O=C(NCCC1CC1(Cl)Cl)c1ccc([N+](=O)[O-])cc1 (centres undefined),15,-7,-4,-4,-9,-5,0.6,4.8,5
CCOC(=O)c1ccc(N2C(=O)CC(SCC(N)C(=O)OCC)C2=O)cc1 (centres undefined),7,-11,-2,-6,-9,-8,2.1,0.7,2
CCCc1nnc(NC(=O)CSc2nc3ccccc3[nH]2)s1,-14,-1,-3,3,-10,30*,2.0,-0.5,9
CCn1c(C2CC(=O)N(c3cc(C)cc(C)c3)C2)nc2ccccc21 (centres undefined),15,-9,-3,-5,-4,9,0.6,4.8,5
CNCc1ccccc1Sc1cc(O)ccc1O,12,-9,-9,-10,-11,1,0.8,-0.2,6
CC(C)N1CCN(c2ccncc2S(=O)(=O)N2CCCCC2)CC1,13,-27,-7,.,.,2,.,1.6,4
Cc1cc(Cl)c(S(=O)(=O)NC(C(=O)O)c2ccccc2)cc1OCC(N)=O (centres undefined),10,2,0,-1,-3,3,1.8,0.7,10
O=C(N/N=C/c1coc2ccccc2c1=O)c1cn(-c2ccccc2)nc1-c1ccccc1,20,13,-6,-5,-4,-6,-0.2,0.3,-2
COc1ccc(CCNC(=O)CSc2nncn2N)cc1OC,-1,-16,-2,4,-1,-14,-0.5,0.4,6
Cc1ccccc1OC(=O)CCC(=O)OCCCC(F)(F)C(F)(F)F,13,6,-3,-5,-13,-15,-0.9,-0.1,0
CNC(=S)N1N=C(c2ccc(C)cc2)CC1c1ccc(Br)cc1 (centres undefined),16,8,-4,-5,-1,-10,0.4,0.6,12
CCOC1=CC2=C(C(=O)C(Cl)=CC2=O)[C@@H]2CN(S(=O)(=O)c3ccc(C)cc3)[C@@H](c3ccccc3)[C@H]12,-6,-31,-2,.,.,-6,.,-0.5,-2
O=C(NCCS(=O)(=O)N1CCN(c2ccccc2F)CC1)c1ccc(Br)o1,18,6,0,-5,-21,-13,3.5,4.0,2
C[C@@H]1CN([C@@H](C)CO)C(=O)CCCn2nncc2CO[C@H]1CN(C)S(=O)(=O)c1ccccc1F,8,2,-2,.,.,-13,.,0.5,0
O=C(O)c1ccc(S(=O)(=O)N(Cc2cccs2)CC2CCCO2)cc1 (centres undefined),13,-14,-1,-11,8,-10,0.5,1.3,8
CCCCN(C)c1c(C)nc2ccc(C(=O)NC3CCN(C)CC3)cn12,22,-11,-8,.,.,-19,.,1.1,0
CC(=O)Nc1ccc(-c2ccnc3c2CC(C(=O)Nc2ccccc2)O3)cc1 (centres undefined),5,-27,5,.,.,-5,.,1.4,5
COc1cccc(N=Nc2ccc(O)c3ncccc23)c1,-6,70*,24*,8,55*,35*,1.1,41*,18
Cc1cc(C(=O)Nc2ccc(Br)cn2)sc1C,9,0,-5,-4,-32,-2,-0.5,-0.1,3
COCCCn1c(SCC(=O)N2CC(=O)Nc3ccccc32)nnc1-c1ccoc1C,15,1,-5,-6,-10,-1,4.1,0.1,6
Cc1ccccc1/C=N/n1c(-c2ccccn2)n[nH]c1=S,16,-18,1,-1,0,-14,9.7,0.1,4
COc1cc(C(=O)N/N=C/c2ccsc2C)cc(OC)c1OC,-4,-7,-3,-6,0,11,0.3,-0.1,2
O=C(NCC(=O)N(c1ccc(Cl)cc1)C(C(=O)NC1CCCC1)c1cccnc1)c1ccco1 (centres undefined),7,-23,-4,-6,-1,-14,-0.5,0.5,2
C/C(=N\OC(=O)c1ccc(C)cc1)c1sc(C)nc1C,8,-24,-2,-15,-8,-2,-1.0,0.1,12
O=C(CCNS(=O)(=O)c1ccc(Br)s1)NCc1ccccc1Cl,6,8,-1,-14,-10,-11,2.6,1.2,8
CCOC(=O)C(=O)Nc1cc(C)on1,-3,-6,-4,-9,-2,-6,-0.7,0.7,0
COc1ccc(/C=N/n2cnn(Cc3ccccc3Cl)c2=S)cc1OC,9,-1,-1,-10,-4,6,5.7,-0.3,2
CC(=O)/C(=N/Nc1ccccc1C)N1CCOCC1,-10,-5,-2,-5,-10,-5,-0.1,0.1,11
Cc1ccc(-c2nc(S(=O)(=O)c3ccc(C)cc3)c(SCC(=O)NCC3CCCO3)o2)cc1 (centres undefined),-17,-15,0,-1,-17,20,3.1,1.7,2
O=C(CN(C(=O)c1csnn1)c1ccc(Cl)cc1)NCCc1ccccc1,3,-13,-3,-10,-19,-5,0.7,0.3,5

# Part of the list above in a different format.
COc1ccc(CCNC(=O)CSc2nncn2N)cc1OC
  M1 PAM parental: -1 | TAAR1 antag: -16 | M1 ag: -2 | OXTR potentiate: 4 | CHO parental Ca: -1 | CHO-K1 Ca antag: -14 | V1aR counter: -0.5 | M1 ag parental: 0.4 | TAAR1 agonist: 6

Cc1ccccc1OC(=O)CCC(=O)OCCCC(F)(F)C(F)(F)F
  M1 PAM parental: 13 | TAAR1 antag: 6 | M1 ag: -3 | OXTR potentiate: -5 | CHO parental Ca: -13 | CHO-K1 Ca antag: -15 | V1aR counter: -0.9 | M1 ag parental: -0.1 | TAAR1 agonist: 0

# Next section:
SMILES,M1 PAM parental,TAAR1 antag,M1 ag,OXTR potentiate,CHO parental Ca,CHO-K1 Ca antag,V1aR counter,M1 ag parental,TAAR1 agonist
CCc1nn(C(CC)C(=O)NCCc2ccc(OC)cc2OC)c(=O)c2cc3occc3n12 (centres undefined),14,12,-2,-10,-36,-15,-0.7,-0.1,-2
Cc1cc(/C=N/NC(=O)C(O)(c2ccccc2)c2ccccc2)c(C)n1-c1ccc(C(=O)O)cc1,-6,-19,-4,-9,3,14,-0.4,-0.3,2
COCC(C)n1c(COc2ccccc2F)nnc1SCc1c(C)noc1C (centres undefined),9,12,-3,-6,-23,-7,0.2,0.1,3
CCOc1c2ccc(C(=O)NCc3ccc(OC(F)(F)F)cc3)cc2nn1C,8,9,-4,-8,-12,-24,0.0,0.4,4
CCOC(=O)N1CCN(S(=O)(=O)c2ccc(OC)c(Cl)c2)CC1,12,-11,-4,-12,-17,-7,0.3,0.1,5
Cc1cc(C)n2c(Nc3ccc4c(c3)OCCO4)c(-c3cc4ccccc4o3)nc2n1,8,-14,.,.,.,2,.,-0.4,-1
CCCNC(=O)c1ccc(N2CCC3(CC2)CC(c2ccccc2)=NO3)c([N+](=O)[O-])c1,3,43,-5,-11,-16,-12,4.9,7.6,6
COC(=O)c1c(C)[nH]c(C(=O)COC(=O)Cc2ccc3c(c2)OCCO3)c1C,16,-3,-2,-5,0,5,1.8,2.2,17
NS(=O)(=O)c1ccc(CNC(=O)c2ccc(NS(=O)(=O)c3ccc4[nH]c(=O)[nH]c4c3)cc2)cc1,-17,-1,-2,8,1,13,-0.4,0.4,3
C=CCNC(=S)NNC(=O)c1cccn(Cc2ccc(Cl)c(Cl)c2)c1=O,20,1,-5,-4,-13,-3,3.8,0.8,9
CCN(CC)c1ccc(-c2n[nH]c(=S)n2-c2ccccc2)cc1,16,-16,-2,-6,-16,-12,-0.7,1.4,5
O=C(NC1CCCCC1)C1c2ccccc2OCC(=O)N1CCc1ccccc1 (centres undefined),13,-1,.,.,.,-7,.,0.5,0
O=C(NCCC1CCCCN1S(=O)(=O)c1ccccc1)C(=O)NC1CCCC1 (centres undefined),-13,-11,-2,7,-17,1,-1.0,0.1,6
Cc1ccc(S(=O)(=O)N2CC3CCCC2C3)cc1 (centres undefined),20,-20,-7,2,-2,-4,0.2,0.8,1
Cc1ccc(C(=O)COC(=O)c2c(C)cc(=O)oc2C)cc1[N+](=O)[O-],3,-15,-7,-1,-15,-3,0.0,0.4,1
Cc1sc2ncnc(Oc3ccc(-n4ccnc4)cc3)c2c1C,-6,-13,-4,-6,-23,11,4.7,0.4,12
COc1cc(OC)cc(C(=O)N[C@H](C(=O)NCCc2ccc(S(N)(=O)=O)cc2)C(C)C)c1,12,-5,-14,-9,-13,-16,-0.5,0.5,-1
O=C(O)c1cccc(N/N=C/c2ccc(OC(F)(F)F)cc2)c1,-4,9,0,-9,-1,7,-0.2,1.6,4
COc1cccc(-c2nc(CS(=O)(=O)CC(=O)N3CCOCC3)c(C)o2)c1,-7,-10,-3,1,-12,-3,0.3,1.0,3
COc1ccccc1NC(=O)CN1C(=O)COc2ccc(S(=O)(=O)N3CCCCCC3)cc21,18,-29,-4,-21,-7,-8,0.1,0.7,0
CCOC(=O)c1ccc(N2C(=O)CC(SCC(=O)Nc3ccc(S(N)(=O)=O)cc3)C2=O)cc1 (centres undefined),8,0,-8,-6,-13,1,-0.4,0.2,10
CC(=O)N1C(c2ccccc2)CC(=O)OC1c1ccc2c(c1)OCO2 (centres undefined),22,22,-3,-12,11,-18,1.2,0.2,2
COc1ccccc1NC(=O)Nc1nc2ccc(S(N)(=O)=O)cc2s1,-14,9,-3,-1,-6,8,1.1,0.6,4
NC(=O)C1CCN(C(=O)c2ccc3ncsc3c2)CC1,6,-2,0,.,.,-5,.,0.5,2
CCC(C)c1ccc(NC(=O)Nc2cccnc2)cc1 (centres undefined),-17,32,2,-11,-1,6,6.5,2.0,1
CCOc1ccc(CCNC(=O)C(C)N2C(=O)CC(C)(C)Sc3ccccc32)cc1 (centres undefined),10,-17,0,2,-15,-7,-1.3,0.9,0
COc1cc(NC(=O)c2ccc(C)cc2C)ccc1NC(=O)c1cccs1,-11,-7,-6,-9,-2,-2,0.7,0.4,-4
CCc1cc(=O)n2[nH]c(C)c(-c3ccccc3OC)c2n1,-8,-8,1,-2,-4,7,0.1,-0.4,-1
CCCCn1nnnc1C(c1ccccc1)N1CCCN(Cc2ccc(F)cc2)CC1 (centres undefined),-5,-8,.,.,.,-11,.,0.0,0
O=C(NCC(=O)N1CCCCC1)c1sc2ccccc2c1Cl,22,-15,-3,0,-20,-7,0.3,0.5,10
